All columns: NCI-60 one-dose screen, growth in % after 48 h at 10 µM unless noted; 100 = growth as untreated, 0 = no growth, -100 = all killed.
MDA-MB-435 = MDA-MB-435 melanoma; 82,000 compounds, 7.8% hits
MCF7 = MCF7 breast cancer; 82,000 compounds, 6.3% hits
K-562 = K-562 leukemia; 78,000 compounds, 7.4% hits
MOLT-4 = MOLT-4 leukemia cells; 80,000 compounds, 6.9% hits; AID 1794779
MDA-MB-468 = MDA-MB-468 breast cancer | 78,000 compounds, 8.5% hits | AID 2202374
SR = SR leukemia cells | 73,000 compounds, 8.7% hits
MDA-MB-231 = MDA-MB-231 breast cancer. 81,000 compounds, 5% hits. AID 1794789
BT-549 = BT-549 breast cancer; 78,000 compounds, 4.4% hits
Numbers without * were called inactive; · = not tested or not shown; & = joins results of further samples; ! = repeats disagree. How the source made its calls: active means growth percent below 10; inactive means the rest.

SMILES | MDA-MB-435 | MCF7 | K-562 | MOLT-4 | MDA-MB-468 | SR | MDA-MB-231 | BT-549
Cc1ccc(O)c([N+](=O)[O-])c1 | 114 | 97 | 106 | 103 | 123 | 109 | 108 | ·
Nc1ncnc2c1ncn2-c1ccccc1Cl | 106 | 92 | 106 | 123 | 113 | 120 | 102 | 109
COc1ccc(S(=O)(=O)NC2c3ccccc3CC2O)cc1 (centres undefined) | 102 | 103 | 105 | 106 | 113 | 100 | 113 | 114
COc1cc(C2SCC(=O)N2NC(=O)c2ccc(C)nc2)cc(OC)c1OC (centres undefined) | 103 | 107 | 103 | 131 | 104 | 138 | 94 | 131
C/C(Cc1ccc(Cl)cc1)=C(\c1ccc(OCCCN(C)C)cc1)c1ccc(OC(=O)c2ccccc2)cc1 | 94 | 49 | 79 | 88 | 109 | 66 | 94 | 92
Cc1ccc(S(=O)(=O)N(C)C)cc1N | 104 | 96 | 105 | 101 | 90 | 97 | 103 | ·
CCOC(=O)c1cc(-c2nc3ccccc3s2)c(=O)n(NS(=O)(=O)c2ccccc2)c1N | 102 | 97 | 90 | 95 | 102 | 102 | 90 | 109
C#CCNC(=O)c1ccc2ccc3ccc(C(=O)NCC#C)nc3c2n1 | 105 | 86 | 94 | 89 | 89 | 86 | 104 | 98
CNC1(C)C2CCC(C2)C1(C)C (centres undefined) | 101 | 100 | 109 | 105 | 115 | · | 99 | 101
N#Cc1c(-c2ccccc2)cc(-c2ccccc2)n(CCCCCC(=O)NO)c1=O | 82 | 63 | 70 | 79 | 82 | 40 | 94 | 115
O=C(Nc1ccc(OCc2cccc(F)c2)c(Cl)c1)c1cccnc1 | 35 | 70 | 39 | 64 | 58 | 84 | 85 | 93
C#CC(C)(C)OC(=O)Nc1ccccc1 | 108 | 105 | 76 | · | 106 | · | 104 | 110
CC1(C)C(=O)CC[C@]2(C)[C@H]3C(=O)C=C4[C@@H]5C[C@@](C)(C(=O)NCCNCCN)CC[C@]5(C)CC[C@@]4(C)[C@]3(C)CC[C@@H]12 | 101 | 91 | 87 | 82 | 114 | 20 | 102 | 92
NS(=O)(=O)c1cccc(N2C(=O)c3ccc(C(=O)O)cc3C2=O)c1 | 100 | 98 | · | 96 | 110 | 98 | 104 | 103
NCC1CC2CCC1C2 (centres undefined) | 96 | 99 | 79 | 58 | 101 | 78 | 99 | 93
N#Cc1c(N)nc2c(c(N)nn2-c2ccccc2)c1-c1ccccc1 | 106 | 102 | 103 | 97 | 110 | 110 | 101 | 103
Cc1cc(=O)[nH]n1-c1c(N)cc(Cl)cc1Cl | 109 | 102 | 123 | 135 | 114 | 122 | 102 | 108
COc1ccc(C2=NN(C(C)=O)C(c3ccc(Oc4ccc(Br)cc4)cc3)C2)cc1OC (centres undefined) | 97 | 97 | 93 | 93 | · | 101 | 87 | 94
COc1ccc(-c2nc3sc(-c4ccccc4)c(-c4ccccc4)n3c2/C=C/c2ccc(F)cc2)cc1 | 97 | 74 | 107 | 75 | 83 | 90 | 87 | 112
CC(C)(C)c1cc(C(=O)Nc2ccccc2C(=O)NCCCN=C(N)N)cc(C(C)(C)C)c1 | 97 | 94 | 68 | 91 | 24 | 85 | 81 | 91
COc1cccc(C(=O)Cn2c(C(C)=O)nc3ccccc32)c1 | 78 | 63 | 31 | 40 | 68 | 38 | 94 | 128
c1cc2c3c(cccc3c1)NC(Cc1nc3ccccc3s1)=N2 | 106 | 77 | 101 | 105 | 89 | 89 | 74 | 93
CN(C)CC(CN(C)C)C(=O)C1CC1 | 105 | 87 | 98 | 98 | 99 | 89 | 101 | 100
N#Cc1nc(-c2ccc(Cl)cc2)oc1S(=O)(=O)N1CCN(c2ccc(F)cc2)CC1 | 100 | 84 | 25 | 3.5* | 105 | 24 | 103 | 100
CCn1c(=O)cc(-n2nncc2COc2ccc(C=O)cc2)c2ccccc21 | 98 | 98 | · | 101 | 113 | 96 | 91 | 101
COc1ccc(NC(=O)Cc2nc3nc4sc(C)c(C)c4c(=O)n3[nH]2)cc1 | 105 | 96 | 109 | 99 | · | 99 | 108 | 103
c1cncc(-c2nc3cnccn3c2NCCN2CCOCC2)c1 | 108 | 93 | 100 | 99 | 104 | · | 96 | 95
Cc1ccccc1C1OC2=C(Nc3ccc(Cl)cc3N2)C1=O (centres undefined) | 98 | 91 | 66 | 69 | 76 | 87 | 101 | 96
COc1ccc(Cl)c2ccc(/C=C3\SC(=S)N(CCc4ccc(O)cc4)C3=O)nc12 | 94 | 89 | 96 | 76 | · | 95 | 98 | 92
O=Cc1ccc(CO)o1 | 101 | 104 | 97 | 91 | 99 | 82 | 108 | ·

Whole records from above.
c1cncc(-c2nc3cnccn3c2NCCN2CCOCC2)c1 is listed as MDA-MB-435 = 108; MCF7 = 93; K-562 = 100; MOLT-4 = 99; MDA-MB-468 = 104; SR = ·; MDA-MB-231 = 96; BT-549 = 95
O=Cc1ccc(CO)o1 is listed as MDA-MB-435 = 101; MCF7 = 104; K-562 = 97; MOLT-4 = 91; MDA-MB-468 = 99; SR = 82; MDA-MB-231 = 108; BT-549 = ·
COc1ccc(Cl)c2ccc(/C=C3\SC(=S)N(CCc4ccc(O)cc4)C3=O)nc12 is listed as MDA-MB-435 = 94; MCF7 = 89; K-562 = 96; MOLT-4 = 76; MDA-MB-468 = ·; SR = 95; MDA-MB-231 = 98; BT-549 = 92

Following part.
SMILES | MDA-MB-435 | MCF7 | K-562 | MOLT-4 | MDA-MB-468 | SR | MDA-MB-231 | BT-549
COc1cc(/C=N/NC(=O)CSc2nc3ccccc3c(=O)n2Cc2ccc(S(N)(=O)=O)cc2)cc(OC)c1OC | 104 | 90 | 97 | 106 | 81 | 97 | 86 | 109
O=C(Nc1cccc2c(OC(=O)C(Cl)Cl)c(N=Nc3ccc(S(=O)(=O)Nc4nccs4)cc3)cc(N=Nc3ccc(S(=O)(=O)Nc4nccs4)cc3)c12)C(Cl)Cl (tested in a mixture with another compound) | 103&111 | 90&72 | 98&89 | 93&102 | 94&92 | 88 | 90&97 | 103&86
O=C(O)c1ccc(-c2nn(-c3ccc(C(F)(F)F)cc3)cc2/C=N/Nc2cccc(F)c2)cc1 | 71 | 72 | 21 | 74 | 113 | 81 | 88 | 115
COc1ccc(C2NC(=O)NC(C)=C2C(=O)OC(C)C)cc1O (centres undefined) | 100 | 96 | 95 | 101 | 96 | 88 | · | 129
O=C(/C=C/c1coc(-c2ccc(Cl)cc2)n1)c1ccc(F)cc1 | 98 | 78 | 92 | 94 | 97 | 81 | 86 | 91
O=C1C(CCS(=O)c2ccccc2)C(=O)N(c2ccccc2)N1c1ccccc1 (centres undefined) | 109 | 106 | 106 | 101 | 108 | 105 | 88 | 107
Cc1ccc(S(=O)(=O)N(C)CC(=O)NNC(=O)Cc2ccc3c(c2)OCCO3)cc1 | 111 | 103 | 109 | 153 | 45 | 164 | 108 | ·
NS(=O)(=O)c1ccc(Nc2nc(-c3ccccn3)cs2)cc1 | 117 | 99 | 98 | 101 | 128 | 86 | 111 | 127
O=P(O)(O)OC1C(OP(=O)(O)O)C(OP(=O)(O)O)C(OP(=O)(O)O)C(OP(=O)(O)O)C1OP(=O)(O)O.[Cu+2] (centres undefined) | 101 | 87 | 95 | 99 | 86 | 81 | 81 | 126
COc1ccc(/C=C(\C#N)C(=O)Nc2cc(OC)nc(OC)n2)cc1 | 106 | 96 | 95 | 89 | · | 78 | 112 | 98
C/C(Cc1ccc(Cl)cc1)=C(\c1ccc(OCCN2CCOCC2)cc1)c1ccc(OC(=O)c2ccccc2)cc1 | 91 | 57 | 59 | 72 | 97 | 63 | 90 | 90
CC(=O)c1ccc(Cl)c(Cl)c1 | 92 | 96 | 101 | 113 | 103 | 95 | 97 | ·
Cc1ccc(/C=C2/SC(=S)N(CC(=O)Nc3ncc(Cc4ccccc4)s3)C2=O)cc1 | 104 | 96 | 98 | 104 | 95 | 105 | 97 | 116
COc1cc(/C=C2\CC/C(=C\c3ccc(OCCN4CCOCC4)c(OC)c3)C2=O)ccc1OCCN1CCOCC1 | 101 | 82 | · | 74 | 91 | 73 | 99 | 89
CCCCOP(=O)(OCCCC)C1(C)CC(=O)CC(C)(C)C1 (centres undefined) | 122 | 106 | 97 | 105 | 111 | 110 | 93 | 104

Random excerpt: 4 compounds from above
SMILES | MDA-MB-435 | MCF7 | K-562 | MOLT-4 | MDA-MB-468 | SR | MDA-MB-231 | BT-549
O=C(Nc1cccc2c(OC(=O)C(Cl)Cl)c(N=Nc3ccc(S(=O)(=O)Nc4nccs4)cc3)cc(N=Nc3ccc(S(=O)(=O)Nc4nccs4)cc3)c12)C(Cl)Cl (tested in a mixture with another compound) | 103&111 | 90&72 | 98&89 | 93&102 | 94&92 | 88 | 90&97 | 103&86
COc1ccc(/C=C(\C#N)C(=O)Nc2cc(OC)nc(OC)n2)cc1 | 106 | 96 | 95 | 89 | · | 78 | 112 | 98
O=P(O)(O)OC1C(OP(=O)(O)O)C(OP(=O)(O)O)C(OP(=O)(O)O)C(OP(=O)(O)O)C1OP(=O)(O)O.[Cu+2] (centres undefined) | 101 | 87 | 95 | 99 | 86 | 81 | 81 | 126
O=C1C(CCS(=O)c2ccccc2)C(=O)N(c2ccccc2)N1c1ccccc1 (centres undefined) | 109 | 106 | 106 | 101 | 108 | 105 | 88 | 107

The listing continues:
SMILES | MDA-MB-435 | MCF7 | K-562 | MOLT-4 | MDA-MB-468 | SR | MDA-MB-231 | BT-549
Cn1cc(C2=C(c3coc4ccc(F)cc34)C(=O)N(O)C2=O)c2cc(Br)ccc21 | 69 | 36 | 60 | 70 | 92 | 26 | 75 | 98
O=C(Nc1ccc(Br)cc1)c1cc(Br)ccc1O | -13* | 4.4* | -23* | -33*! | -18*! | 1.4* | -22* | -41*
C[N+](C)(C)CCOc1ccccc1Cc1ccccc1 | 110 | 93 | 99 | 109 | 63 | 98 | 108 | 83
Cc1ccc(C(=O)NN2C(=O)CSC2c2ccccc2)cn1 (centres undefined) | 92 | 123 | 108 | 115 | 126 | 141 | 104 | 67
N/N=C(\Cc1ccccc1)NN=C(N)N | 102 | 89 | 91 | 87 | 97 | 91 | 104 | 95
Cc1sccc1-c1nnc(-c2c(-c3ccc(F)cc3)nc3ccccn23)o1 | 104 | 88 | 106 | 87 | 106 | 85 | 121 | 123
Cc1cc2c(c(C)c1Cl)C(=O)/C(=C/c1ccc([N+](=O)[O-])cc1)O2 | 101 | 33 | 93 | 90 | 71 | 80 | 93 | 101
CC1CCCc2c1nn(-c1cc(-c3ccccc3)no1)c2N (centres undefined) | 104 | 87 | 106 | 103 | 92 | · | 93 | 102
O=c1[nH]c(N2CCOCC2)nc2c3c(sc12)CCCC3 | 99 | 94 | 104 | 107 | 105 | 107 | 100 | 109
COc1ccc(NC(=O)CSc2nnc(-c3cc(-c4ccc(S(N)(=O)=O)cc4)nc4ccccc34)n2-c2ccccc2)cc1 | 92 | 79 | 66 | 58 | 86 | · | 73 | ·
COc1ccc2[nH]c(C)cc2c1C | 105 | 96 | 103 | 86 | 97 | 96 | 99 | 106
O=C1CC(c2ccsc2)C2=C(O1)C(=O)c1ccccc1C2=O (centres undefined) | 108 | 87 | · | 103 | 107 | 92 | 104 | 97
Cc1nc2c(=O)[nH]c(N)nc2[nH]c1=O | 94 | 103 | 91 | 87 | 93 | 99 | 94 | 119
COc1ccc(C(C)=O)cc1 | 109 | 113 | 65 | 63 | · | · | 120 | 116
C[C@]12C=CC(=O)C=C1CC[C@@H]1[C@@H]2[C@@H](O)C[C@@]2(C)[C@H]1CC[C@]2(O)C(=O)CO | 102 | 88 | 99 | 92 | 136 | 102 | 96 | 106
CCCCSCCCCO | 107 | 91 | 110 | 101 | 106 | 109 | 104 | 87
CO/N=C(\C(=O)NC1C(=O)N2C(C(=O)OCOC(=O)C(C)(C)C)=C(/C=C\c3scnc3C)CSC12)c1csc(N)n1 (centres undefined) | 100 | 97 | 100 | 109 | 99 | 104 | 103 | 114
O=C(/C(=C/c1ccc([N+](=O)[O-])cc1)SCc1ccccc1)c1ccc(Cl)cc1 | 86 | 7.7* | 5.4* | 13 | 70 | -1.6* | 55 | 89

Reformatted: two of the compounds above
Below each compound – MDA-MB-435	MCF7	K-562	MOLT-4	MDA-MB-468	SR	MDA-MB-231	BT-549
- Cc1nc2c(=O)[nH]c(N)nc2[nH]c1=O
 : 94	103	91	87	93	99	94	119
- N/N=C(\Cc1ccccc1)NN=C(N)N
 : 102	89	91	87	97	91	104	95

Screens (PubChem BioAssay)
